Screening data from PubChem BioAssay.
GALK inh: qHTS Assay for Inhibitors of Human Galactokinase (GALK); P51570; Purified GALK, Kinase-Glo residual ATP luminescence; Potency, µM (highest dose often 57.5 µM), without a hit: at the top dose activity change, negative = inhibition, usual class: inhibitors; 270,000 compounds, 0.007% hits; AID 1868, 2009; also: potency is read from the fitted curve at half-maximal effect; % is scaled to controls: 0 for no effect and ±100 for the full control effect
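Quantitative HTS: GALK 5 nM, ATP 35 uM, galactose 100 uM, 1 h room temperature, then luciferase-based ATP detection.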
TSHR antagonist: Antagonists of the Thyroid Stimulating Hormone Receptor: HTS campaign; Thyrotropin receptor (Homo sapiens), P16473; activity change, negative = inhibition, % at 11.5 µM; TSHR-expressing cells, TSH-stimulated cAMP HTRF, 2 h; stronger effect = lower value; 330,000 compounds, 0.2% hits; AID 504810, 2011;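 active = activity change below a set negative limit, meaning inhibition stronger than a set level, cut at about -70% in these data; inconclusive = activity change between two set negative limits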; also: % is scaled to controls: 0 for no effect and ±100 for the full control effect
Target sequence (P16473 whole entry, looked up): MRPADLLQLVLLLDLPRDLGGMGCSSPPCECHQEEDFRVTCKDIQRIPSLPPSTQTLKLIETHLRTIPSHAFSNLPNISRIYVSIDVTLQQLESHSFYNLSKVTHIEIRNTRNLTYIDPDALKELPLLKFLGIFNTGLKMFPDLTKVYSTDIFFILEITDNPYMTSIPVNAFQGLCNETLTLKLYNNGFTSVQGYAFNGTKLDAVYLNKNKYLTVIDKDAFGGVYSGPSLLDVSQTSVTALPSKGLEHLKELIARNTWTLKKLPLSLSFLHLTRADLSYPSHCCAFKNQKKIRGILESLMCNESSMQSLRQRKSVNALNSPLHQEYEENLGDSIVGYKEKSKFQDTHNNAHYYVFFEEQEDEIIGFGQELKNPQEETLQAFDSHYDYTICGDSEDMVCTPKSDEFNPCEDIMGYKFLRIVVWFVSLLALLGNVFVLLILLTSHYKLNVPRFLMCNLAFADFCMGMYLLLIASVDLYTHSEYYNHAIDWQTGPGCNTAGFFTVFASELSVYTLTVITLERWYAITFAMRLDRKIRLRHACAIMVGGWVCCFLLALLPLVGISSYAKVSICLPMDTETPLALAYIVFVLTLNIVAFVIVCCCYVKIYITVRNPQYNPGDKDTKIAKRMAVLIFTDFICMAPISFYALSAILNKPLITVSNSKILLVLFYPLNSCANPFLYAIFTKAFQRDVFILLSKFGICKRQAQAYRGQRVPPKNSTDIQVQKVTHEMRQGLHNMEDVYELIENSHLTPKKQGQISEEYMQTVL
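Inhibition of cAMP made by TSHR-expressing cells under TSH stimulation (4nM final, EC80; 2 h, 37 deg C) is quantified with a one-step lysis HTRF kit, anti-cAMP cryptate versus cAMP-d2.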
KCNH2 WT inh: qHTS for Inhibitors of KCHN2 3.1: Wildtype qHTS; Voltage-gated inwardly rectifying potassium channel KCNH2 (Homo sapiens), Q12809; U2OS, BacMam KCNH2, thallium flux FluxOr; stronger effect = lower value; activity change, % at 1.84 µM; 340,000 compounds, 0.37% hits;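 active = maximum activity change below -70%; inconclusive = maximum activity change between -70% and -50%; inactive = maximum activity change above -50%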; also: % is scaled to controls: 0 for no effect and ±100 for the full control effect
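U2OS cells were transduced with wild-type KCNH2 virus (2.03 x 10^8 / mL) for 4 h at room temperature, then cultured overnight at 37 C. Thallium flux was read with FluxOr dye. Rate constants were normalized to DMSO controls.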
ASM inhibitor: Inhibitors of Secretory Acid Sphingomyelinase (S-ASM): qHTS | Sphingomyelin phosphodiesterase (Homo sapiens), P17405 | placental ASM, HMU-PC fluorogenic substrate, 60 min | 340,000 compounds, 0.006% hits | Potency, µM (titrated, usually from 57.5 µM), for inactives: at the top dose activity change, negative = inhibition, usual class: inhibitors; also: potency is read from the fitted curve at half-maximal effect
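Human placenta-derived ASM preincubated with compound 10 min at room temperature, then reacted with 9 uM (final) fluorogenic HMU-PC substrate for 60 min at 37 C. Stop solution raises pH to 10; fluorescence read at Ex 386/Em 447 nm.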
MBNL1 CUG block: qHTS Assay for Inhibitors of MBNL1-poly(CUG) RNA binding | TR-FRET MBNL1-His/biotin-(CUG)12 binding, 665/545 ratio | 280,000 compounds, 0.036% hits | Muscleblind-like protein 1 (Homo sapiens), Q9NR56 | Potency, µM (top dose mostly 57.5 µM), for the others: top-dose activity change, negative = inhibition, usual class: inhibitors; active = well fitted inhibition curve with a large enough effect in the signal ratio, with a control signal flat, not every such curve was filed as active; inconclusive = small, poorly fitted or top-dose-only effect, or effect the other way, or a change in a side signal; inactive = no such curve, though single readings can be large or run the other way; the % refers to the signal ratio; also: potency is read from the fitted curve at half-maximal effect; % is scaled to controls: 0 for no effect and ±100 for the full control effect
Target sequence (Q9NR56 whole entry, looked up): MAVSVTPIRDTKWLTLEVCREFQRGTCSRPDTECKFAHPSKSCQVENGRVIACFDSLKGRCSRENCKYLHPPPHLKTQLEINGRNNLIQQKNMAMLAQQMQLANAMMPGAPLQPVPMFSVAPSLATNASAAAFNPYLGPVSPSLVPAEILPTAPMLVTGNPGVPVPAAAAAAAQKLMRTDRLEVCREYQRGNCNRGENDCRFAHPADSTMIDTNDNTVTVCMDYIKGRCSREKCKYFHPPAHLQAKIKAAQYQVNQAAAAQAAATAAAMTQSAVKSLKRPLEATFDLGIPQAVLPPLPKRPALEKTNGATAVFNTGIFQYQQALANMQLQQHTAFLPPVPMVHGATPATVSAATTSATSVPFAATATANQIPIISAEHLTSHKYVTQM
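His-tagged MBNL1 binding to biotinylated (CUG)12 RNA was measured by TR-FRET using terbium anti-His antibody (0.055 ng/ul final) and streptavidin-XL665 (5 nM final). Compounds were titrated 92 nM to 58 uM; 60 min at room temperature.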
PKM2 activator: qHTS Assay for Activators of Human Muscle isoform 2 Pyruvate Kinase; Pyruvate kinase PKM (Homo sapiens), P14618; 260,000 compounds, 0.34% hits; purified PKM2, Kinase-Glo ATP luminescence, activation; response scale: 0% is enzyme alone, no compound; Potency, µM (series often up to 57.5 µM), for inactives: top-dose activation, actives largely listed as activators; also: potency is read from the fitted curve at half-maximal effect; % is scaled to controls: 0 for no effect and ±100 for the full control effect; nearly all actives have a fitted effect of over 55% in size
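ATP formation by purified human PK-M2, quantified via coupled luciferase luminescence after 1 h at room temperature with 0.1 mM ADP and 0.5 mM PEP final.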
Menin MLL FP TR: qHTS Assay for Inhibitors Targeting the Menin-MLL Interaction in MLL Related Leukemias: Competition With Texas Red Labeled MLL-derived Mutant Peptide | O00255 | Menin + Texas Red MLL mutant peptide, fluorescence polarization | Potency, µM (doses to about 61.6 µM), for the others: top-dose FP activity change, negative = inhibition, hits mostly inhibitors | 270,000 compounds, 0.23% hits | AID 1768, 2009; active = well fitted inhibition curve with a large enough effect in the polarisation, with a control signal flat, not every such curve was filed as active; inconclusive = small, poorly fitted or top-dose-only effect, or effect the other way, or a change in a side signal; inactive = no such curve, though single readings can be large or run the other way; the % refers to the polarisation; also: potency is read from the fitted curve at half-maximal effect; % of control where 0% means no effect; many of its hits are not listed in these tables
Chronic BCR inh: qHTS Assay to Find Inhibitors of Chronic Active B-Cell Receptor Signaling; ABC-DLBCL IkBa-CBG/CBR reporter, luminescence ratio, 4 h; 340,000 compounds, 0.05% hits; AID 493014, 2011; Potency, µM (series often up to 46.1 µM), without a hit: top-dose ratio change, negative = lower green/red ratio, hits mostly inhibitors; active = well fitted inhibition curve with a large enough effect in the signal ratio, with a control signal flat, not every such curve was filed as active; inconclusive = small, poorly fitted or top-dose-only effect, or effect the other way, or a change in a side signal; the % refers to the signal ratio;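 also: potency is read from the fitted curve at half-maximal effect; plate controls were basal doxycycline-induced cells for no effect and cells given 10 µM MG132 for full effect; MG132 reads +100%, hits lower the ratio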
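Cell line TMD8 (human ABC DLBCL), stably expressing tet-inducible CBG68-IkBa fusion and CBR; IMDM/0.5% FBS; cpd up to 46 uM; dox induction, 4 h, 37C/5% CO2; dual luminescence; green/red ratio; MG132 control.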
USP2a inh: qHTS Assay for Inhibitors of Ubiquitin-specific Protease USP2a Using CHOP2 as the Reporter. Ubiquitin carboxyl-terminal hydrolase 2 (Homo sapiens), O75604. USP2 core, Ub-CHOP2 coupled fluorogenic reporter, 485/531. Potency, µM (doses to about 38.3 µM), without a hit: at the top dose activity change, negative = inhibition, hits mostly inhibitors. 330,000 compounds, 0.01% hits. AID 463254, 2010;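 also: potency is read from the fitted curve at half-maximal effect; plate controls were DMSO wells for no effect and full inhibition by NEM control for full effect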
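USP2 core (10nM final) preincubated 30min RT with compound in 20mM Tris-HCl pH 8.0, 2mM CaCl2, 2mM beta-mercaptoethanol, 0.05% CHAPS; 25nM Ub-CHOP2 plus 25nM reporter substrate added, fluorescence (Ex485/Em531) read after 60min.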
Mito fusion act: qHTS Assay for Small Molecule Inhibitors of Mitochondrial Division or Activators of Mitochondrial Fusion; S. cerevisiae fusion-defective mutant growth rescue, CellTiterGlo 48 h; Potency, µM (highest dose often 46.1 µM), for inactives: top-dose growth rescue (activation), most hits filed as activators; 320,000 compounds, 0.23% hits;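 also: potency is read from the fitted curve at half-maximal effect; % of control where 0% means no effect; nearly all actives have a fitted effect of over 45% in size; temperature-sensitive fusion mutants such as fzo1-1 at 37 °C on non-fermentable ethanol glycerol medium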
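Temperature-sensitive fusion-defective S. cerevisiae (e.g. fzo1-1, mgm1-5) were grown with compound in YPEG medium (3% ethanol, 3% glycerol) for 48 hours at 37C. Growth rescue was measured as viability by CellTiterGlo luminescence after 10 minutes at ambient.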
Eya2 phos inh: qHTS Assay for Inhibitors of the Phosphatase Activity of Eya2; Protein phosphatase EYA2 (Homo sapiens), O00167; recombinant Eya2, OMFP fluorescence dephosphorylation (OMFP is methylfluorescein phosphate); Potency, µM (titrated, usually from 76.9 µM), inactives show top-dose activity, negative = inhibition, most hits filed as inhibitors; 330,000 compounds, 0.006% hits; AID 488837, 2010; also: potency is read from the fitted curve at half-maximal effect; % is scaled to controls: 0 for no effect and ±100 for the full control effect
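Eya2 (0.2 uM) preincubated 10 min at ambient with compound, then OMFP substrate added at 50 uM; 10 min reaction in 50 mM HEPES pH 7.5, 50 mM NaCl, 5 uM MgCl2, 0.05% BSA, 1 mM DTT. Fluorescence read at Ex 485/Em 525 nm.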
The depositor's hits bear a star; ? = inconclusive; / = no result given; [ ] = remark or other dose. Unless noted, calls follow the shape of the dose curve; as a rule, active = well fitted curve in the direction sought with a large enough effect; inconclusive = small, poorly fitted or top-dose-only effect, or another doubt; inactive = no such curve, though single readings can be large; an effect the other way counts as inactive or inconclusive. These rows are one share of the data; the hit share may differ from the screen's.

SMILES	GALK inh	TSHR antagonist	KCNH2 WT inh	ASM inhibitor	MBNL1 CUG block	PKM2 activator	Menin MLL FP TR	Chronic BCR inh	USP2a inh	Mito fusion act	Eya2 phos inh
O=C(O)c1cccc(CSc2nnc(-c3ccc(Cl)cc3)o2)c1	-3%	19	3	7%	-9%	-6%	0%	?	2%	7%	-1%
CCN1C/C(=N\S(=O)(=O)/N=C2\CN(CC)C(=O)N2CC)N(CC)C1=O	1%	0	-1	-1%	/	0%	/	?	15%	-1%	-4%
COc1cc(C(=O)NCc2ccc3c(c2)OCO3)ccc1OCc1c(C)noc1C	0%	1	-10	-3%	-5%	0%	1%	0%	4%	-2%	-8%
CCCCOC(=O)Nc1ccc(C(=O)OC)cc1	1%	-22	8	3%	-6%	6%	3%	?	-1%	-1%	17%
Cc1cc(C)c2nc(NC3=NCN(CCN4CCOCC4)CN3)nc(C)c2c1	3%	6	/	/	-12%	-8%	-9%	3%	-3%	-7%	-7%
COc1ccc(/C=N/NC(=O)CN2CCSCC2)c(OC)c1	-1%	-11	9	2%	25%	0%	0%	1%	0%	0%	-14%
C=C(C)c1cccc(C(C)(C)NC(=O)N2CCN(CC(N)=O)CC2)c1	0%	-3	-8	-2%	-1%	-4%	-12%	3%	4%	0%	1%
COc1ccc(N2CC(NC(=O)NCCC(C)C)CC2=O)cc1 (stereo unspecified)	-1%	-1	24	0%	-11%	3%	4%	2%	2%	-4%	3%
Cc1ccccc1NC(=O)Cn1nnc2sc3c(c2c1=O)CC(C)(C)OC3	0%	1	3	1%	?	6%	/	?	5%	-2%	-13%
COc1ccc(N(C(=O)Cn2nnc(-c3ccc(F)cc3)n2)C(C)C(=O)NC2CCCC2)cc1 (stereo unspecified)	2%	-5	-4	-5%	-1%	/	-11%	-3%	3%	27%	-14%
COc1ccc(C2SCC(=O)N2CC23CC4CC(CC(C4)C2)C3)cc1 (stereo unspecified)	-4%	-9	-7	-4%	-2%	-1%	/	-2%	2%	?	-9%
O=C(CNS(=O)(=O)c1cccs1)N1CCc2ccccc2C1	-1%	-8	-4	2%	-5%	?	1%	5%	0%	-1%	-1%
COc1ccc(OCC(O)CN2CCN(CC(O)COc3ccc(OC)cc3)CC2)cc1 (stereo unspecified)	6%	11	15	0%	-7%	1%	-1%	-1%	1%	-30%[inhibitor]	0%
COc1ccc(/C=N/NC(=O)Cn2nnc3ccccc32)cc1OC	-2%	28	1	-3%	8%	1%	-17%	5%	2%	0%	-2%
O=S(CCc1ccncc1)Cc1ccccc1 (stereo unspecified)	-1%	11	0	4%	-7%	1%	-4%	-2%	0%	-2%	-12%
CCOc1ccc(/C=C(\C)C(=O)c2c(C)cc(C)[nH]c2=O)cc1	-1%	-7	2	1%	?	-2%	-3%	0%	-1%	-1%	2%
CCn1c2ccccc2c2nnc(SCC(=O)Nc3ccc4c(c3)OCO4)nc21	-5%	-5	33	-1%	1%	-3%	17%	4%	3%	-3%	6%
O=C(COC(=O)c1ccccn1)Nc1ccc(S(=O)(=O)N2CCOCC2)cc1	-2%	-8	-13	1%	1%	1%	10%	-3%	1%	3%	8%
C=CC(COCc1ccccc1)N(Cc1ccc(OC)cc1)S(=O)(=O)c1ccccc1Br (stereo unspecified)	-1%	-7	0	-5%	?	2%	15%	0%	-4%	-33%[inhibitor]	0%
CCN1C2=NCCCN2c2ccccc21	-1%	-10	4	3%	-13%	-12%	6%	0%	0%	3%	9%
Cc1ccc(OCC(=O)N/N=C/c2ccncc2)cc1C	/	6	-3	-3%	?	1%	/	-2%	1%	-1%	-9%
COc1cccc(NC(=O)CN(C)C(C)C(=O)Nc2cc([N+](=O)[O-])ccc2Cl)c1 (stereo unspecified)	1%	-3	1	-1%	/	21%	?	?	-2%	7%	-18%
CC(NC(=S)NCCN1CCOCC1)C12CC3CC(CC(C3)C1)C2 (stereo unspecified)	-1%	6	3	2%	-10%	-34%	-17%	-1%	1%	0%	8%
COc1ccc2cc3c(N)nn(C(=O)Cc4ccccc4OC)c3nc2c1	0%	-1	-7	-23%	14%	6%	-1%	?	6%	-1%	8%
COC(=O)Cn1c(C)nc2c(sc3nc(C)cc(C)c32)c1=O	0%	-14	-3	-5%	-2%	0%	-24%	?	-2%	-5%	8%
CCn1ccnc1CNCc1ccc(OCC(O)CN(C)Cc2ccccc2)cc1 (stereo unspecified)	2%	10	13	4%	-8%	-2%	-28%	-18%	-1%	3%	12%
Cc1onc(-c2ccccc2Cl)c1C(=O)NCc1ccc(N2CCCC2=O)cc1	0%	-4	6	0%	-9%	2%	-10%	-10%	1%	-2%	-3%
O=C(CSc1ncn[nH]1)c1ccco1	-3%	-7	-3	1%	4%	-25%	20%	-13%	1%	-1%	3%
CN(CC(=O)N1CCC(C(N)=O)CC1)S(=O)(=O)c1ccc2ccccc2c1	-1%	0	1	4%	4%	-2%	-3%	0%	3%	-3%	0%
CC(=O)CC(=O)Nc1ccc(Cl)cn1	2%	30	3	7%	0%	-1%	-5%	?	2%	0%	-3%
CCOC(=O)C(=O)Nc1cc(Cl)ccc1C	0%	5	-4	1%	/	0%	-5%	0%	1%	-4%	-4%
CCOC(=O)Nc1ccc(C(=O)c2ccncc2)cc1	3%	11	1	7%	?	3%	12%	0%	3%	-1%	-4%
O=C(Nc1ccccc1Cl)c1cc(=O)c2ccccc2o1	3%	-4	2	-2%	32%[activator]	1%	-23%	-3%	-2%	1%	-7%
CN(C)S(=O)(=O)c1cccc(C(=O)Nc2cc(S(=O)(=O)N3CCOCC3)ccc2O)c1	/	-16	7	0%	/	/	/	-8%	-2%	-4%	-1%
Cc1ccc(-c2nnn(Cc3nc4ccccc4s3)n2)cc1	2%	-20	5	-6%	-12%	1%	25%	?	-3%	0%	-11%
CC(C)(C)OC(=O)NCC(=O)N1CCC(C(=O)O)CC1	0%	-5	15	1%	0%	-4%	10%	3%	2%	-2%	2%
O=C(CSc1nc2ccccc2s1)Nc1cc(C(=O)O)cc(C(=O)O)c1	1%	11	-18	14%	-13%	-4%	-24%	1%	4%	-6%	8%
CCOC(=O)c1ccc(CNCc2ccc(C)cc2)cc1	-1%	24	8	0%	-15%	9%	-6%	-3%	3%	-2%	-12%
CCN(CCCNC(=O)CC1Oc2ccc(C)cc2NC1=O)Cc1ccccc1 (stereo unspecified)	0%	-3	13	-1%	-12%	-4%	-5%	-16%	1%	0%	2%
C[C@H](CO)N1C[C@H](C)[C@@H](CN(C)Cc2ccc(C(=O)O)cc2)Oc2c(NS(=O)(=O)c3cn(C)cn3)cccc2C1=O	/	12	-8	-2%	/	/	/	1%	4%	/	-21%
Cn1cccc1/C=N/N1CCN(Cc2ccccc2)CC1	-3%	-1	4	2%	/	10%	/	?	3%	-5%	?
Cc1cc(CN2CCCC(CNC(=O)c3ccc(F)cc3)C2)cc(C)c1O (stereo unspecified)	-2%	-1	40	-5%	-5%	0%	2%	-3%	6%	-1%	0%
COC(=O)c1sccc1NC(=O)c1cc(-c2ccc(C)cc2)nc2ccccc12	-2%	-4	11	-2%	26%	0%	13%	10%	0%	1%	14%
